DAX1 inh-1 = inhibits human nuclear receptor DAX1; inhibition, % at 6.75 µM; 0.99% of 340,000 active; P51843; AID 504766; HEK293 Gal4-DAX1 luciferase reporter, luminescence;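 active = inhibition above the mean over all tested compounds plus 3 SD, cut at about 4.2% in these data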;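 also: 0% = DAX1-transfected cells with DMSO and 100% = empty-vector control cells with DMSO; inhibition shows as a rise in luminescence from relieved DAX1 repression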
DAX1 inh-2 = inhibitors of DAX1 repression of SF-1 activated StAR promoter; HEK293T StAR-luciferase reporter, SF-1/DAX-1 repression relief; inhibition, % at 6.8 µM; 1.1% of 370,000 active; AID 652010;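 active = inhibition above the mean over all tested compounds plus 3 SD, cut at about 3.6% in these data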;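 also: 0% = DAX-1 cells with DMSO and 100% = cells lacking DAX-1 with DMSO; higher inhibition means more luminescence from relief of DAX-1 repression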
ADAM10 inh = inhibitors of human ADAM10; recombinant ADAM10, EDANS/DABCYL FRET peptide cleavage, 3 h; inhibition, % at 7 µM; AID 720582; 0.62% of 370,000 active; O14672;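 active = inhibition above a per-campaign cutoff equal to the mean of compounds falling between control-based bounds plus 3 SD, cut at about 20% in these data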;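 also: 0% = DMSO wells while the 100% control is not disclosed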
hcDAF-12 act = activates DAF-12 receptor from parasite H. contortus; HEK293 hcDAF-12 lit1-tk-luc reporter, luminescence; 0% DMSO, 100% Δ7-dafachronic acid; activation, % at 6.8 µM; 1.4% of 370,000 active; AID 652067;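 active = activation above the mean of all tested compounds plus 3 SD, cut at about 5.5% in these data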;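 also: 100% = response to 3 µM Δ7-dafachronic acid high control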
SMARCA2 activ = activators of SMARCA2 function; AID 652017; MG213 cells, MMTV-luciferase reporter, dexamethasone, overnight; 1% of 370,000 active; activation, % at 9.1 µM; in the data active = activation above about 7.8%;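 also: 0% = vehicle wells and 100% = reference activator wells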
ssDAF-12 act = activates DAF-12 receptor from parasite S. stercoralis; AID 652126; activation, % at 6.8 µM; HEK293 ssDAF-12/GRIP1 lit1-tk-luc reporter, luminescence; % of 3 µM dafachronic acid response; 1% of 370,000 active;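 active = activation above the mean over all tested compounds plus 3 SD, cut at about 0.9% in these data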;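 also: 0% = DMSO-only wells and 100% = 3 µM delta7-dafachronic acid wells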
ADAM17 inh = ADAM17 inhibition, QFRET primary screen; P78536; recombinant ADAM17, EDANS/DABCYL FRET peptide cleavage; inhibition, % at 6.95 µM; 0.83% of 370,000 active;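 active = inhibition above the mean of compounds lying between control limits plus 3 SD, set per campaign, cut at about 8.5% in these data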;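 also: 0% = DMSO-only wells as the low control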
GAA850 FXN act = frataxin GAA850 promoter activation; 0.56% of 360,000 active; HEK293 lucGAA850 FXN promoter luciferase reporter, 24 h; percent of 10 µM SAHA response; activation, % at 6 µM; AID 540364;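 active = activation above the average of all compounds screened plus 3 SD, cutoff fixed separately per campaign, cut at about 7.5% in these data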;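 also: 0% = DMSO wells and 100% = 10 µM SAHA wells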
PG9 binder = PG9 antibody binding by small molecule. TR-FRET gp120-PG9 antibody binding. inhibition, % at 6.7 µM. 0.43% of 360,000 active; in the data active = inhibition above about 8.5%
hgDAF-12 ag = hgDAF-12 agonism, primary luciferase screen. HEK293 GAL4-hgDAF12 UAS-luciferase reporter, agonist luminescence; normalized to butyrate control. activation, % at 6.8 µM. 1.8% of 370,000 active. AID 687014;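 active = activation above a cutoff set at the mean of all screened compounds plus 3 SD, cut at about 10% in these data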;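 also: 0% = DMSO wells and 100% = sodium butyrate wells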
NPR1 activator = GC-A (human) enzyme activation; activation, % at 10 µM; AID 1671463; P16066; HEK293 GC-A cells, cGMP TR-FRET, EC30 ANP; 0% at EC30 ANP, 100% saturating ANP; 0.14% of 370,000 active; in the data active = activation above about 40%
Target sequence (P16066 whole entry, looked up): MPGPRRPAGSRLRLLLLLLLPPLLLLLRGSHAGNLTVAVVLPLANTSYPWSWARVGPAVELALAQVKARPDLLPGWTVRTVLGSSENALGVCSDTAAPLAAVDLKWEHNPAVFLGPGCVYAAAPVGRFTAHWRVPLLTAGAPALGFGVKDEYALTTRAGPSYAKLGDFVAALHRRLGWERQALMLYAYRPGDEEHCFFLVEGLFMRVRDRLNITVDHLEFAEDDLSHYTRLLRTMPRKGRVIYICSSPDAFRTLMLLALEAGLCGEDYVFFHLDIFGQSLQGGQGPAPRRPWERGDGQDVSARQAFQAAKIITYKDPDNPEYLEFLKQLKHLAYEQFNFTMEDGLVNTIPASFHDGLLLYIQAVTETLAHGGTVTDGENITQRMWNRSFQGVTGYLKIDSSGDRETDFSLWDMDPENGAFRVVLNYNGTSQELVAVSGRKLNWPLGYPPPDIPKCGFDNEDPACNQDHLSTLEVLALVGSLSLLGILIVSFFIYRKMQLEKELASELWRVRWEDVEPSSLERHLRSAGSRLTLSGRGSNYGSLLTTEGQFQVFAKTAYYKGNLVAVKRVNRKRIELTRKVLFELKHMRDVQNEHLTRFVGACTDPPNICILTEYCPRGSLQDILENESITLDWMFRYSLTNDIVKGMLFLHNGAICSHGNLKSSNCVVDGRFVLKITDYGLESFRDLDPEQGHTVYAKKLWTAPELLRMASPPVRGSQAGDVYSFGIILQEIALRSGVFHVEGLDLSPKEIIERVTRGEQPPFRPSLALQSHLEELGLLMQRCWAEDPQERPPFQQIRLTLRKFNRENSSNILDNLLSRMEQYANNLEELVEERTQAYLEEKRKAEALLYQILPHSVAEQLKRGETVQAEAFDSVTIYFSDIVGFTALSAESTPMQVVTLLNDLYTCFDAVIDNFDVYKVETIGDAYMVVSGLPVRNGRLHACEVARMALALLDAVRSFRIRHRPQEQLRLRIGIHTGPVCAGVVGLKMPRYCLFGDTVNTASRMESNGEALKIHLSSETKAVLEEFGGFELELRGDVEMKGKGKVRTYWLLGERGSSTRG
The depositor's hits bear a star; x = no result given.

Assay codes – A = DAX1 inh-1; B = DAX1 inh-2; C = ADAM10 inh; D = hcDAF-12 act; E = SMARCA2 activ; F = ssDAF-12 act; G = ADAM17 inh; H = GAA850 FXN act; I = PG9 binder; J = hgDAF-12 ag; K = NPR1 activator
O=C(CCn1c(=O)[nH]c2ccccc2c1=O)Nc1ccccc1
  A = 1.0 | B = -0.7 | C = -2.6 | D = -1.3 | E = -1.3 | F = -0.9 | G = -3.9 | H = -1.2 | I = -0.5 | J = -1.4 | K = -3.5

O=C(C[C@H]1C/C=C\CCCCC(=O)OC[C@H]2CCCN2C1=O)N[C@H](CO)Cc1ccccc1
  A = 0.1 | B = 0.2 | C = -2.6 | D = 0.0 | E = -0.4 | F = -1.5 | G = -3.0 | H = -0.9 | I = 0.6 | J = -0.6 | K = 2.4

COc1ccccc1NC(=O)N1CCN(c2cccc(C(F)(F)F)c2)CC1
  A = 1.5 | B = 0.2 | C = 7.4 | D = -1.6 | E = -1.4 | F = -2.1 | G = -0.3 | H = -1.6 | I = 0.0 | J = -2.1 | K = -0.7

Cc1nc(SCC(=O)N2CCCc3ccccc32)c2oc3ccccc3c2n1
  A = -0.1 | B = 0.1 | C = 5.9 | D = -1.9 | E = -1.4 | F = -0.4 | G = 3.8 | H = 1.4 | I = -1.4 | J = -0.3 | K = 1.2

COc1ccc(CCNC(=O)C(=O)NCc2ccc(C(C)C)cc2)cc1OC
  A = -4.5 | B = -0.6 | C = 0.8 | D = -0.2 | E = -2.4 | F = -1.2 | G = -6.1 | H = 1.8 | I = 0.7 | J = -0.1 | K = 3.1

O=C(NCCN1CCOCC1)/C(=C\c1ccccc1Cl)NC(=O)c1ccccc1
  A = 0.0 | B = -0.2 | C = 2.8 | D = -2.9 | E = -2.6 | F = 0.4 | G = -1.0 | H = 0.4 | I = 0.9 | J = 1.2 | K = 2.6

Cc1cc(C)c2c(N=NN3CCCCC3)[nH]nc2n1
  A = -0.4 | B = 0.2 | C = 0.1 | D = 0.1 | E = 0.9 | F = -1.5 | G = -1.6 | H = 1.9 | I = -2.9 | J = 3.9 | K = 0.1

CC1CN(C(=S)SCC(=O)c2ccccc2)CC(C)O1 (stereo not given)
  A = -0.4 | B = -0.2 | C = 5.7 | D = -0.1 | E = 1.4 | F = -0.3 | G = 4.8 | H = 2.1 | I = -2.2 | J = 6.0 | K = 5.4

CC1=CC(C)(C)Nc2ccc(OC(=O)C(Cc3ccccc3)N3C(=O)C4CCCCC4C3=O)cc21 (stereo not given)
  A = 0.4 | B = -1.3 | C = -6.9 | D = -1.7 | E = -6.2 | F = -1.4 | G = 1.1 | H = -0.4 | I = -1.0 | J = -6.2 | K = -3.3

NS(=O)(=O)c1ccc(CCNC(=O)c2ccc(Cl)cc2[N+](=O)[O-])cc1
  A = -0.4 | B = -0.5 | C = -0.8 | D = -0.6 | E = -1.3 | F = -1.0 | G = -4.5 | H = 0.9 | I = -0.7 | J = -1.4 | K = -1.1

N#Cc1cc(C(=O)c2ccccc2O)cn(-c2ccc(Cl)cc2)c1=O
  A = x | B = -0.6 | C = -6.9 | D = -0.9 | E = 1.8 | F = -1.3 | G = -7.2 | H = 0.1 | I = -1.4 | J = -5.4 | K = -5.8

COc1cc(/C=C2/SC(=S)N(CCC(=O)Nc3cccnc3)C2=O)cc(OC)c1OC
  A = 1.1 | B = 0.0 | C = -9.3 | D = -1.7 | E = -0.8 | F = -1.2 | G = -1.2 | H = -1.7 | I = -0.9 | J = 3.5 | K = -24.9

CCCc1nc2c(=O)n(C)c(=O)[nH]c2n1C
  A = 0.0 | B = -0.6 | C = -10.3 | D = -1.2 | E = -0.3 | F = -1.6 | G = -6.8 | H = 1.0 | I = -3.3 | J = 0.0 | K = 3.1

Cc1ccc(C(=O)C(C)N2C(=O)NC(C)(c3ccccc3)C2=O)cc1 (stereo not given)
  A = 1.2 | B = 0.2 | C = 4.3 | D = -1.2 | E = -2.1 | F = -1.6 | G = -0.8 | H = 3.5 | I = 2.7 | J = -4.5 | K = -1.5

Nc1nc(NCCOCCO)nc(NCC2CCCO2)c1[N+](=O)[O-] (stereo not given)
  A = 1.8 | B = -0.1 | C = 7.1 | D = -0.4 | E = -5.6 | F = -1.0 | G = 1.5 | H = 1.4 | I = 0.7 | J = 1.5 | K = 1.8

COCCn1c(COc2cccc(OC)c2)nnc1SCC(=O)N1CCOCC1
  A = 0.0 | B = -0.7 | C = -5.0 | D = -1.2 | E = -4.0 | F = -1.5 | G = -1.9 | H = 0.4 | I = -1.2 | J = -0.8 | K = -5.0

COc1ccc(/C=C/C(=O)Oc2cc(C)[nH]c(=O)c2[N+](=O)[O-])cc1OC
  A = 0.9 | B = 0.4 | C = -3.3 | D = 1.4 | E = -0.6 | F = -1.3 | G = -2.6 | H = 0.6 | I = -0.9 | J = 3.9 | K = -1.7

O=C(NCCc1ccccc1)c1ccc2c(c1)OCCO2
  A = -5.2 | B = -7.3 | C = -11.8 | D = -5.5 | E = -5.0 | F = -2.3 | G = 2.0 | H = -15.7 | I = 1.1 | J = -12.7 | K = -1.5

CCOC(=O)C1(C)CCN1C(=O)/C=C/c1ccccc1 (stereo not given)
  A = x | B = 1.5 | C = -2.3 | D = -0.3 | E = -2.3 | F = -0.1 | G = -1.6 | H = -0.6 | I = -1.4 | J = 0.5 | K = 4.3

CC(=O)N(CCN(C(C)=O)c1ccccc1)c1ccccc1
  A = 0.1 | B = 0.9 | C = -5.0 | D = -1.6 | E = 4.0 | F = -0.9 | G = -4.2 | H = -0.7 | I = -0.8 | J = 0.2 | K = -8.3

Clc1ccccc1-c1nnc2sc(-c3ccc(Br)o3)nn12
  A = -1.4 | B = -1.6 | C = -12.2 | D = -1.6 | E = -3.5 | F = -1.2 | G = -0.2 | H = -0.7 | I = -0.8 | J = 1.1 | K = 2.2

COc1ccc(CNc2ncnc3c2[nH]c2ccccc23)cc1
  A = x | B = -1.7 | C = -89.9 | D = -4.9 | E = -6.2 | F = -1.9 | G = -32.5 | H = -3.3 | I = -1.5 | J = -8.8 | K = 15.4

Cc1onc(-c2c(F)cccc2Cl)c1C(=O)Nc1ccccc1N1CCOCC1
  A = -0.1 | B = -0.2 | C = -7.2 | D = -0.6 | E = -2.5 | F = -1.7 | G = -1.8 | H = 1.0 | I = -1.6 | J = -1.3 | K = -6.2

CC1CCCN(C(=O)COC(=O)c2cc([N+](=O)[O-])ccc2N2CCOCC2)C1 (stereo not given)
  A = -0.5 | B = 0.3 | C = 12.6 | D = -0.8 | E = -3.5 | F = -0.6 | G = 1.4 | H = 3.6 | I = -2.1 | J = 0.5 | K = -0.3

CC(c1ccccc1)c1nnc(N)s1 (stereo not given)
  A = 4.7* | B = -0.1 | C = -10.4 | D = -0.7 | E = -1.6 | F = -1.3 | G = -3.5 | H = 0.0 | I = 1.7 | J = -0.7 | K = 1.9

Next part (three carried over from the part before).
Assay codes – A = DAX1 inh-1; B = DAX1 inh-2; C = ADAM10 inh; D = hcDAF-12 act; E = SMARCA2 activ; F = ssDAF-12 act; G = ADAM17 inh; H = GAA850 FXN act; I = PG9 binder; J = hgDAF-12 ag; K = NPR1 activator
Cc1onc(-c2c(F)cccc2Cl)c1C(=O)Nc1ccccc1N1CCOCC1
  A = -0.1 | B = -0.2 | C = -7.2 | D = -0.6 | E = -2.5 | F = -1.7 | G = -1.8 | H = 1.0 | I = -1.6 | J = -1.3 | K = -6.2

CC1CCCN(C(=O)COC(=O)c2cc([N+](=O)[O-])ccc2N2CCOCC2)C1 (stereo not given)
  A = -0.5 | B = 0.3 | C = 12.6 | D = -0.8 | E = -3.5 | F = -0.6 | G = 1.4 | H = 3.6 | I = -2.1 | J = 0.5 | K = -0.3

CC(c1ccccc1)c1nnc(N)s1 (stereo not given)
  A = 4.7* | B = -0.1 | C = -10.4 | D = -0.7 | E = -1.6 | F = -1.3 | G = -3.5 | H = 0.0 | I = 1.7 | J = -0.7 | K = 1.9

COC(=O)CCC(=O)OC1(C)C(=O)C=C2C=C(C3CC3)N(c3ccccc3)C=C2C1=O (stereo not given)
  A = 1.6 | B = 0.1 | C = -30.9 | D = 0.1 | E = 1.6 | F = -1.1 | G = -14.3 | H = -0.5 | I = -2.8 | J = 1.9 | K = 1.6

Cc1cc(C)cc(NC(=O)CCOc2ccccc2)c1
  A = 2.5 | B = -0.1 | C = -1.1 | D = -2.1 | E = -1.3 | F = -0.6 | G = -3.1 | H = -0.2 | I = 0.9 | J = 0.1 | K = 2.0

Cc1ccc(C(=O)N/C(=C/c2ccc(Cl)cc2)C(=O)NCC2CCCO2)cc1 (stereo not given)
  A = -0.5 | B = -0.3 | C = -7.4 | D = -0.8 | E = 2.5 | F = -1.7 | G = -2.6 | H = 0.0 | I = -4.0 | J = -2.5 | K = -0.6

Cc1ccc(/C=C/C(=O)O)cc1S(=O)(=O)N1CCC(Cc2ccccc2)CC1
  A = 0.9 | B = 0.1 | C = -8.4 | D = -2.1 | E = -3.6 | F = -1.4 | G = -8.7 | H = 0.1 | I = -0.5 | J = 1.7 | K = -0.4

CCOC(=O)c1c(C)[nH]c(C(=O)COC(=O)COc2ccccc2C)c1C
  A = 0.7 | B = -0.4 | C = 6.9 | D = -2.1 | E = -0.1 | F = -0.9 | G = 0.4 | H = 3.7 | I = -0.1 | J = 1.6 | K = 0.5

O=C(Nc1ccccn1)c1ccc2ccccc2n1
  A = 1.2 | B = 3.6 | C = 7.7 | D = 19.1* | E = -0.4 | F = 3.7* | G = -2.6 | H = 3.2 | I = -1.3 | J = 16.7* | K = -6.4

Cc1ccc(-c2nnn(CC(=O)Nc3ccccc3-c3ccccc3)n2)c(-n2cnnn2)c1
  A = -1.0 | B = -0.2 | C = -0.5 | D = -2.3 | E = 0.3 | F = -1.8 | G = -2.0 | H = -2.3 | I = -0.9 | J = -1.2 | K = 9.8

N#Cc1cc(C(=O)c2ccccc2OCC(=O)Nc2ccccc2)cn(C2CCCCC2)c1=O
  A = -0.3 | B = -0.1 | C = -4.2 | D = -0.5 | E = 1.1 | F = -1.6 | G = -1.0 | H = 3.3 | I = -1.7 | J = -2.5 | K = -8.3

O=C(Cn1cnc2c(cnn2-c2ccccc2)c1=O)NCCc1ccccc1
  A = 0.8 | B = 0.2 | C = -1.7 | D = 0.3 | E = -0.2 | F = -1.1 | G = 1.4 | H = -0.9 | I = -0.5 | J = -0.9 | K = 2.8

C=CCNC(=O)c1cc2c(=O)n3cccc(C)c3nc2s1
  A = -1.5 | B = -0.2 | C = -402.9 | D = -0.1 | E = 0.3 | F = -0.8 | G = -127.1 | H = 1.3 | I = 0.6 | J = 0.6 | K = 5.9

O=C(COc1ccc([N+](=O)[O-])cc1)NN=C1CCCC1
  A = -0.1 | B = -0.1 | C = 6.6 | D = -0.9 | E = -1.9 | F = -0.7 | G = -1.9 | H = -2.4 | I = -1.0 | J = 0.1 | K = 4.4

O=c1cc(-c2ccccc2)nc(N2CCCCC2)[nH]1
  A = 0.0 | B = -1.0 | C = -16.8 | D = -1.7 | E = -1.0 | F = -0.7 | G = -4.5 | H = 5.5 | I = 0.7 | J = -0.6 | K = 2.1

Look-ups from the results shown:
`CC1CN(C(=S)SCC(=O)c2ccccc2)CC(C)O1` (stereo not given) in hgDAF-12 ag → 6.0
`Cc1ccc(C(=O)C(C)N2C(=O)NC(C)(c3ccccc3)C2=O)cc1` (stereo not given) in ADAM10 inh → 4.3

From PubChem
